Bioassay records as filed in PubChem.
NPYLR7 agonist – agonists of mosquito NPYLR7 receptor, primary screen, cell-based, Aedes aegypti, calcium fluorescence, mosquito biting behavior. Aedes aegypti neuropeptide Y-like receptor 7 (NPYLR7). HEK293T NPYLR7/Galpha15, GCaMP6s calcium fluorescence. activation, % at 10 µM. hit rate 0.15% among 270,000; in the data active = activation above about 40%;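 also: 0% = vehicle and 100% = reference agonist at the receptor; some compounds past the cut are filed as inactive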
hcGAS inh – Primary biochemical luminescence assay for human cyclic GMP-AMP synthase inhibitors; Q8N884; recombinant h-cGAS, ATP depletion, Kinase-Glo luminescence; inhibition, % at 12.5 µM; hit rate 0.081% among 290,000; AID 1259398, 2018;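 also: 0% = vehicle reaction and 100% = reaction without DNA for no activity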
Target sequence (Q8N884 whole entry, looked up): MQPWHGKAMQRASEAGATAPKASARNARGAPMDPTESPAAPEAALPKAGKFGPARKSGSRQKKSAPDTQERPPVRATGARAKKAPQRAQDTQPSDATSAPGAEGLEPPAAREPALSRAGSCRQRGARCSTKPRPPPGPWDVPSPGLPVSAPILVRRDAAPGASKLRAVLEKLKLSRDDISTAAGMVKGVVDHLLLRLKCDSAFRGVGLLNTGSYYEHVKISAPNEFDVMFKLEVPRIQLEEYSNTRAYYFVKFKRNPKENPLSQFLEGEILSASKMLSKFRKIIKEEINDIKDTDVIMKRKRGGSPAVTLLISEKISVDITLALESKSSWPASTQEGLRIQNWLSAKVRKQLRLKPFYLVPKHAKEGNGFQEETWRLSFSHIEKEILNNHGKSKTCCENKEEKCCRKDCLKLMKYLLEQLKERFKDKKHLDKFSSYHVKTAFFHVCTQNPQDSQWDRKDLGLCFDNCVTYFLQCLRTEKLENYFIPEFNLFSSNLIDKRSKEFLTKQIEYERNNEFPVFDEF
mcGAS inh – cyclic GMP-AMP synthase inhibitors, mouse, primary biochemical chemiluminescence. inhibition, % at 12.5 µM. recombinant cGAS, Kinase-Glo ATP depletion luminescence. AID 1259399, 2018. Q8C6L5. hit rate 0.15% among 160,000;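 also: 0% = negative control wells and 100% = reference inhibitor with no enzyme activity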
* hit, by the source's call; x = not tested or not shown; & = joins results of further samples. Rule as the data show it, unless noted: active = inhibition above about 40%; inactive = the rest.

Results follow in this order: NPYLR7 agonist, hcGAS inh, mcGAS inh
- Cc1cccc(OCC2CCCN(c3ccc(-c4nccn4C)nn3)C2)c1 (stereo not given)
  13, -5, x
- O=C(Nc1cccnc1N1CCN(S(=O)(=O)c2ccc(Cl)s2)CC1)c1ccc2c(c1)OCO2
  14, 0, -5
- CCN(CC)c1ccc(NC(=O)CCc2c(C)nn(-c3nc(C)cc(=O)[nH]3)c2C)c(C)c1
  8, -6, x
- CCOc1ccc(C(=O)Nc2ccc(-c3nc4ccccc4o3)cc2)cc1Br
  12, -2, -5
- O=C(c1cccc(Cl)c1)N1CCCC(OCc2cccc(OC(F)(F)F)c2)C1 (stereo not given)
  -2, 1, x
- O=C(CCCl)NC(c1ccccc1)c1ccccc1
  7, -8, x
- Cc1ocnc1C(=O)NCc1cccnc1N1CCCCCCC1
  20, -5, x
- Cc1cc(C)c(C#N)c(NCc2ccccc2)n1
  -1, -2, -5
- COc1ccc(S(=O)(=O)N2CCC(NC(=O)COc3ccc(Cl)cc3)CC2)cc1
  2, -2, -17
- O=C(NCC1CC2C=CC1C2)c1cc(=O)c(OCc2ccccc2)c[nH]1 (stereo not given)
  0, -10, x
- Cc1nc2ccccc2nc1N1CCN(C(=O)c2cccnc2Cl)CC1
  30, -6, -8
- CC(C)(C)n1nc(C(=O)Nc2ccccc2C#N)cc1C1CC1
  6, -19, x
- COc1ccc(/C=C2/SC(=Nc3ccccc3)NC2=O)cc1O
  6, -2, -6
- CCCN(C)CC1CCN(C(C)C(=O)Nc2ccc(C(F)(F)F)cc2)C1 (stereo not given)
  14, 2, x
- Cc1nc2c(OCCN3C(=O)CCC3=O)cccn2c1N(C)C(=O)C1CCCCC1
  18, -1, -5
- COC(=O)c1ccc2c(c1)CC(CNC(=O)c1cccs1)O2 (stereo not given)
  3, 2, 2
- Cc1ccc(S(=O)(=O)NCCNc2ccc(Nc3ccccn3)nn2)cc1C
  14, -10, x
- COc1cccc(C(=O)N2CCC3(CC2)OCC(C(=O)NCC2CCCO2)N3C(=O)c2cccc(C)c2)c1 (stereo not given)
  0, -3, -4
- CCc1c(C(=O)N(C)CC(=O)NC(C)(C)C)cnn1-c1cccc(Cl)c1
  0, -2, -14
- C=CCSc1nc2c(c(=O)[nH]1)C(c1cccc(OC)c1)C(C(=O)OC)=C(C)N2 (stereo not given)
  3, -4, -3
- COc1ccccc1CCN1CCC(CN(C)C(=O)c2ccc(F)c(Cl)c2)CC1
  6, 0, x
- COCCN1C(=O)C2(SCCN2C(=O)COC)c2ccccc21 (stereo not given)
  -1, -2, -3
- CC(=O)Nc1ccc2c(c1)sc(=NC(=O)c1nc3ccccc3s1)n2C
  31, -1, -4
- CSCCC(NC(=O)c1ccco1)C(=O)NCC(F)(F)F (stereo not given)
  2, -9, x
- COc1cccc(-c2cc(C(=O)NCc3ccccc3)n3nc(C(C)(C)C)cc3n2)c1
  4, -8, -11
- Cc1ccc(-c2cc(C(=O)O)n(-c3cccc(Cl)c3)n2)o1
  14, -3, x
- CN(C)c1nc(Nc2ccc([N+](=O)[O-])cc2)nc(OCC(F)(F)F)n1
  9, -7, -7
- O=C(Nc1ccc(F)c(F)c1)c1ccc(Br)o1
  5, -3, x
- O=C(Nc1ccc(Cl)cc1)N1CCC1c1ccccc1F (stereo not given)
  -5, -3, x
- CCCCC(=O)NCc1ccc2[nH]c(C)cc2c1
  -4, -4, -8

Rewritten as a markdown table: 2 of the compounds above.
| mol | NPYLR7 agonist | hcGAS inh | mcGAS inh |
| --- | --- | --- | --- |
| CCOc1ccc(C(=O)Nc2ccc(-c3nc4ccccc4o3)cc2)cc1Br | 12 | -2 | -5 |
| Cc1cccc(OCC2CCCN(c3ccc(-c4nccn4C)nn3)C2)c1 (stereo not given) | 13 | -5 | x |

Single records (already shown).
COC(=O)c1ccc2c(c1)CC(CNC(=O)c1cccs1)O2 (stereo not given) as listed: NPYLR7 agonist = 3; hcGAS inh = 2; mcGAS inh = 2
Cc1nc2c(OCCN3C(=O)CCC3=O)cccn2c1N(C)C(=O)C1CCCCC1 as listed: NPYLR7 agonist = 18; hcGAS inh = -1; mcGAS inh = -5

(listing goes on)
Results follow in this order: NPYLR7 agonist, hcGAS inh, mcGAS inh
- O=C(CN1CCOCC1)N1N=C(c2ccc(F)cc2)CC1c1ccccc1Cl (stereo not given)
  26, -3, -4
- O=C(Nc1c(F)cccc1F)N1CCC(c2ccccc2)C1 (stereo not given)
  7, -3, x
- CN1CCNC(=O)C12CCN(C(=O)c1cc(=O)c3ccccc3[nH]1)CC2
  8, -5, x
- Cc1cc(C)cc(C(=O)Oc2coc(CSc3nncn3C)cc2=O)c1
  -5, -4, -7
- COCCN(CC(=O)N(Cc1cccn1Cc1ccc(F)cc1)C1CCCCC1)C(=O)COc1ccc(Cl)cc1
  8, -1, -4
- Cc1cc2c(N=NC(=O)COc3ccccc3)c(O)[nH]c2cc1Br
  -5, -4, x
- O=C(Nc1nnc(SCCc2ccccc2)s1)c1ccccc1Cl
  -2, -6, -6
- COCCOc1nc(-c2cccs2)n(-c2ccc(NC(=O)c3ccc([N+](=O)[O-])cc3)cc2)n1
  2, 1, -6
- NC(=S)Nc1nc2ccccc2s1
  11, -10, x
- COc1ccc(CN(C(=O)c2cc(=O)[nH]c3ccc(S(=O)(=O)N4CCOCC4)cc23)C2CC2)cc1
  0, -4, -4
- CCCc1[nH]n(-c2ccc(Cl)cc2)c(=O)c1C1=C([n+]2cccc(C)c2)C(=O)N(C(C)C)C1=O
  -14, -1, -5
- Cc1cc(O)cc(=O)n1C(C)C(=O)NCc1ccc2c(c1)OCCCO2 (stereo not given)
  0, -2, x
- NCC1(N2CCCCC2)C2CC3CC(C2)CC1C3 (stereo not given)
  -12, -4, x
- Cc1ccc(-n2ncc(Oc3ccccc3F)c(Nc3cccc(C(=O)NCCc4ccccn4)c3)c2=O)cc1
  9, -5, -6
- OC1CCN(c2ccnc(-c3cc(NC4CCCC4)nc4[nH]ccc34)n2)C1 (stereo not given)
  5, -13, -14
- CCOc1ccccc1NC(=O)N1CCN(c2nc(Cc3ccc(C)cc3)ns2)CC1C (stereo not given)
  -10, -3, -1
- CC(C)(C)OCC(O)CN(Cc1ccc(F)cc1F)C1CC1 (stereo not given)
  9, -5, -4
- C[C@@H]1CN(CCCn2c3ccccc3c3ccccc32)C[C@H](C)N1
  -3, 1, x
- COc1nc(-c2ccc3c(c2)OCO3)n(-c2ccc(NC(=O)c3cccs3)cc2)n1
  9, 1, -5
- Cc1cn(CCNc2nc(C3CCCC3)nc3c2CNC3)nn1
  8, -5, x
- CCn1cc(C(=O)N2CCN(C(=O)c3ccc(C)c(C)c3)CC2)c2nn(-c3ccccc3)c(=O)c-2c1
  2, -9, -8
- CCCCc1ccc(C(=O)N(CCOC)Cc2cccn2Cc2ccccc2Cl)cc1
  x, 2, 2
- CC(Sc1nnc(-c2cccs2)n1C1CC1)C(=O)N1CCNC1=O (stereo not given)
  -1, 4, -1
- Cc1cn2c3c(=O)n(CC(C)C)c(=O)n(C)c3nc2n1C1CCCCC1
  14, -7, x
- CSCc1noc(Cn2cnnc2)n1
  -2, 2, x
- C=CCC1(C(=O)O)CCCN(C(=O)COC(C)C)C1 (stereo not given)
  x, -5, -3
- COc1ccc(S(=O)(=O)NC(=O)C2(C)CCN2C(=O)CC2CCCC2)cc1OC (stereo not given)
  -2, -8, -3
- Cc1[nH]c(=O)[nH]c(=O)c1CCc1nnc(SCC(=O)Nc2ccccn2)o1
  -7, -1, -6
- COCCNC(=S)NN=Cc1ccc(C)s1
  0, -7, x
- CCCn1nnc(NC(=O)c2cccc(-c3cc4ccccc4oc3=O)c2)n1
  -2, -9, x

Results follow in this order: NPYLR7 agonist, hcGAS inh, mcGAS inh
- CCCCOc1ccc(-c2nc(C=Nc3cccc(C)c3)c(O)o2)cc1
  6, -7, -7
- O=C(NCC1=CCCN(CC(=O)N2CCOCC2)C1)c1cccs1
  4, -5, -11
- O=c1oc2ccccc2n1CCN1CCN(S(=O)(=O)c2cc(F)ccc2F)CC1
  -10, 14, x
- COc1ccc(NC(=O)c2cnn3c(C(F)(F)F)cc(-c4ccc(F)cc4)nc23)cc1OC
  -6, -4, -5
- Cc1cccc(Cn2nc3n(C(C)C)c(=O)c4ccc(C(=O)NCC(C)C)cc4n3c2=O)c1
  x, -4, -11
- CCn1nc(C)c(CNC(=O)NCCC(C)C)c1C
  x, -8, -6
- CN(CC(=O)NC1CC1)C(=O)/C=C/c1cccnc1
  3, 4, x
- CC(=O)NC(O)C(=O)c1ccco1 (stereo not given)
  0, -6, x
- C=CC(=O)NCc1cccc(-c2ncc(-c3cccc(OC)c3)[nH]2)c1
  -1, 0, -5
- CC(C)c1cc(C(=O)O)nc2nncn12
  3&6, -8&-2, -5
- Cn1ncc([N+](=O)[O-])c1C(=O)NCc1ccccc1
  -7, 0, -2
- CCCCCCC(=O)N1CCCN(c2cc(Oc3ccc(F)c(Cl)c3)ncn2)CC1
  -17, 1, -2
- COC(=O)N1CCC(NC(=O)c2c(-c3ccc(F)cc3)noc2C)CC1
  6, -7, x
- CCc1cc(Oc2ccccc2Cl)nc(SCc2ccc(F)c(F)c2)n1
  3, -3, -4
- O=C(NC1CCCC1)c1nn2c(c1Cl)NC(c1ccco1)CC2C(F)(F)F (stereo not given)
  7, 1, -4
- CCN1CCC(CC(=O)N2CCC(n3c(C)cnc3C)CC2)CC1
  x, -4, -4
- Cc1cc(C(=O)OCC(=O)N2C(C)CCCC2C)c(C)n1-c1ccccn1 (stereo not given)
  7, -6, -14
- COC(=O)c1ccccc1N(C)C(=O)c1nc(SC)ncc1Cl
  -4, -6, -7
- Nc1nnc(-c2cccnc2)s1
  6&0, 12&3, x
- CC(=O)Nc1sc(C)c(C)c1C#N
  4, -2, -2
- O=C(CCc1nnc2ccc(N3CCC4(CC3)OCCO4)nn12)N1CCCCC1
  x, -1, -4
- O=C(NCc1cccs1)c1cccnc1N1CCN(C(=O)c2cccs2)CC1
  19, -2, -8
- CCN1CCC[C@H]1CNC(=O)c1c(O)c(Cl)cc(Cl)c1OC
  -16&4, 0&-1, -4
- COc1cccc(CN2CCNC(=O)C2CC(=O)NC2CCCC2)c1OC (stereo not given)
  -1, 0, x
- Cc1ccc(C(=O)Nc2ccc(S(=O)(=O)O)c3cc(S(=O)(=O)O)cc(S(=O)(=O)O)c23)cc1NC(=O)c1cccc(NC(=O)Nc2cccc(C(=O)Nc3cc(C(=O)Nc4ccc(S(=O)(=O)O)c5cc(S(=O)(=O)O)cc(S(=O)(=O)O)c45)ccc3C)c2)c1
  -1&-13&2&-9, 80*, 80*
- CCOC(=O)CSc1nc(-c2ccccc2)cc(-c2ccccc2OC)c1C#N
  -3, -1, -6
- Cc1nc(Nc2ccc3nc(C)sc3c2)c2c3c(sc2n1)CCC3
  -2, -6, x
- CCCCC(=O)NC1(C(F)(F)F)C(=O)N(Cc2ccco2)C(C)=C1C(=O)OC (stereo not given)
  -7, -1, x
- O=C(C1=C(O)c2ccccc2S(=O)(=O)N1)c1ccc(Cl)s1
  5, 41*, x
- COc1ccc([C@H]2[C@@H](C(=O)NCC3COc4ccccc4O3)c3ccccc3C(=O)N2Cc2ccccc2)cc1 (stereo not given in full)
  -9, -3, x

Results follow in this order: NPYLR7 agonist, hcGAS inh, mcGAS inh
- CN(C)c1ccc(N=Nc2ccccc2Br)cc1
  3, -12, x
- Cc1nn(-c2ccccc2)c(Oc2cccc(F)c2)c1CN(CC(O)c1ccccc1)C(C)C (stereo not given)
  0, -6, -4
- O=C(NC(C(=O)NC1CC1)C1CCN(C(=O)c2ccc(Cl)cc2)CC1)c1ccc2c(c1)OCO2 (stereo not given)
  16, -7, -5
- Cc1ccc(NC(=O)c2sc3nc(-c4ccccc4)cn3c2C)nc1
  3, 3, -1
- CSc1nsc(SC)c1NC(=O)OC1CCCCC1
  5, 1, -2
- CC(C)n1ncc2c1N=C1CC(C)(C)CC(=O)C1C2c1ccccc1 (stereo not given)
  -3, -2, x
- CCNC(=O)CC1C(=O)N(Cc2ccccc2)C(=S)N1NC(=O)c1ccc(Br)cc1 (stereo not given)
  4, -3, -5
- CCOCCCn1c(C)c(C)n2c3c(=O)n(Cc4ccc(F)cc4)c(=O)n(C)c3nc12
  0, 2, -2
- CCn1c(C2CCCNC2)nn(CCc2cccc3ccccc23)c1=O (stereo not given)
  12, -6, x
- Cc1[nH]n(-c2nc(-c3cccc([N+](=O)[O-])c3)cs2)c(=O)c1N=Nc1ccc(C(=O)O)cc1
  3, -3, -4
- CN(C)CC1(O)CCCN(C(=O)c2cccc(CC3CCNCC3)c2)CC1 (stereo not given)
  3, -10, -11

Two entries picked at random from the list so far, as already listed:
Results follow in this order: NPYLR7 agonist, hcGAS inh, mcGAS inh
- Cc1[nH]n(-c2nc(-c3cccc([N+](=O)[O-])c3)cs2)c(=O)c1N=Nc1ccc(C(=O)O)cc1
  3, -3, -4
- CSc1nsc(SC)c1NC(=O)OC1CCCCC1
  5, 1, -2
